Siah-1 displacement – Siah-1 peptide-binding antagonists, primary screen, biochemical, fluorescence polarization, rhodamine-plectin, uHTS (AID 1817). Siah-1 / rhodamine-plectin peptide fluorescence polarization; higher % means a stronger effect. hit rate 0.02% among 290,000. E3 ubiquitin-protein ligase SIAH1 (Homo sapiens). displacement, % at 20 µM; hits with a dose series show IC50 in µM;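 active = displacement of at least 50% at 20 µM, with a fluorescence ratio check between 0.3 and a set limit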;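 also: plate controls were Siah plus tracer with DMSO for no effect and tracer alone without Siah for full effect; strong numbers were not always called active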
P. falciparum M1AAP – P. falciparum M1AAP inhibitors, biochemical, fluorogenic H-Leu-NHMec substrate, 1536-well (AID 1445) | Aminopeptidase N (Plasmodium falciparum (isolate 3D7)) | recombinant M1AAP, H-Leu-NHMec fluorogenic kinetic assay; higher % means a stronger effect | one-dose inhibition, % at 30 µM; IC50 in µM for titrated hits | hit rate 0.42% among 220,000;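 active = primary inhibition above the hit cutoff, then over 50% inhibition at one or more dose response concentrations, cut at about 23% in these data, passing the limit was not always enough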;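 also: plate controls were DMSO full reaction for no effect and no enzyme background for full effect; strong numbers were not always called active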
XIAP antagonists – XIAP antagonists, biochemical, IAP family, fluorescence polarization (AID 1018). E3 ubiquitin-protein ligase XIAP (Homo sapiens). XIAP BIR domain, fluorescence polarization peptide displacement; higher % means a stronger effect. displacement, % at 20 µM; hits with a dose series show IC50 in µM. hit rate 0.007% among 200,000; in the data active = displacement above about 50%; also: a part of the inactive calls stands beside numbers as strong as those of hits
Yfh1-depleted yeast – enhancers of respiration in Yfh1-depleted yeast, dose response, Friedreich's ataxia, plus single-dose screen (AID 1465); S. cerevisiae Yfh1-off respiration, WST-1 reduction, 72 h; higher fold induction means a stronger effect; fold induction at 50 µM; hits with a dose series show EC50 in µM; hit rate 0.074% among 220,000;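 active = fold induction of absorbance versus untreated yeast above a set limit, then at least 30% activation at any dose in follow-up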;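 also: activators that raise dye reduction in frataxin-depleted yeast; strong numbers were not always called active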
human PMI inhibitors – human PMI inhibitors, high substrate, primary screen, biochemical, fluorescence intensity, high mannose 6-phosphate (AID 1220) | hit rate 0.66% among 190,000 | inhibition, % at 20 µM; hits with a dose series show IC50 in µM | recombinant PMI enzyme, coupled fluorescence intensity; higher % means a stronger effect; in the data active = inhibition above about 50%
CSM14.1 death rescue – rescue of cells from ER stress-induced death, primary screen, 384-well, CSM14.1, thapsigargin, ATP luminescence (AID 1222) | CSM14.1 thapsigargin-induced death rescue, ATP luminescence; higher % means a stronger effect | cellular ATP content (survival), % at 20 µM; hits with a dose series show EC50 in µM | 190,000 tested, under 10 active;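 active = EC50 below 50 µM in the dose-response confirmation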;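 also: death triggered by thapsigargin at about 15 µM added after 2 h compound pretreatment; cell ATP read after overnight thapsigargin exposure of roughly 18 to 22 hours; normalized against plate controls of thapsigargin alone and 5% DMSO vehicle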
West Nile virus CPE – West Nile virus antiviral activity, cell-based, CPE readout (AID 1621) | West Nile virus-infected cells, CPE inhibition; higher % means a stronger effect | CPE inhibition, % at 10 µM; hits with a dose series show IC50 in µM | hit rate 0.02% among 290,000; in the data active = a potency from the dose series; also: strong numbers were not always called active
M17LAP inhibition – P. falciparum M17LAP inhibitors, primary screen, biochemical, fluorogenic H-Leu-NHMec substrate, 1536-well (AID 1619) | hit rate 0.38% among 220,000 | Leucine aminopeptidase (Plasmodium falciparum (isolate 3D7)) | recombinant M17LAP, H-Leu-NHMec fluorogenic kinetic assay; higher % means a stronger effect | inhibition, % at 30 µM, or IC50 in µM where a hit was titrated;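 active = compound inhibiting the enzyme by more than half at any dose during confirmatory dose-response retesting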;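 also: plate controls were full reaction with DMSO carrier for no effect and no enzyme background for full effect; strong numbers were not always called active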
Salmonella PhoP GFP – inhibitors of PhoP regulon expression, primary screen, Salmonella Typhimurium, GFP reporter (AID 1863) | S. Typhimurium PhoP-regulated promoter GFP reporter, 4 h; higher % means a stronger effect | hit rate 0.16% among 300,000 | inhibition, % at 50 µM; hits with a dose series show IC50 in µM;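 active = inhibition over 29.93%, a cutoff 3 SD above the screen mean, later confirmed by dose response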;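 also: 0% = low Mg2+ inducing control and 100% = high Mg2+ repressing control; strong numbers were not always called active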
Active calls of the source: *; i = inactive; x = not tested or not shown.

Below each SMILES: Siah-1 displacement	P. falciparum M1AAP	XIAP antagonists	Yfh1-depleted yeast	human PMI inhibitors	CSM14.1 death rescue	West Nile virus CPE	M17LAP inhibition	Salmonella PhoP GFP
Cc1ccc(NP(=O)(c2ccc(N(C)C)cc2NC(=O)c2cccs2)N2CCOCC2)cc1Cl (stereo unspecified)
→ 0%	1%	-11%	i	24%	-0.8%	0.1%	6%	-1%
CSc1nnnn1-c1ccc(C(=O)OCC(=O)N2CCOCC2)cc1
→ 0%	6%	-3.3%	i	2%	-2.8%	0.6%	7%	10%
Cc1ccc(-n2cc(CN3CCC(O)(c4ccccn4)CC3)c(-c3ccc(F)cc3)n2)cc1
→ 6%	3%	-2.1%	i	4%	0.4%	-1.5%	2%	1%
COC(=O)c1ccccc1NC(=O)C1CCN(C(=O)c2ccc(OC)cc2)CC1
→ 3%	2%	-2.4%	i	-10%	4.8%	0.1%	-6%	2%
COc1ccc(Cl)cc1NC(=O)CC(C)=O
→ -4%	8%	-1.7%	i	-5%	1.4%	0.3%	8%	5%
Cc1onc(-c2ccccc2)c1C(=O)NCC1CCCO1 (stereo unspecified)
→ 0%	0%	-3.9%	i	-5%	0.5%	-0.2%	-1%	5%
CCN1CCCC1CNC(=O)Cn1cccc1C(=O)c1ccccc1C (stereo unspecified)
→ -4%	9%	-4.7%	i	1%	-2.0%	-0.1%	8%	1%
CC1CCc2sc(C(=O)NN)cc2C1 (stereo unspecified)
→ -5%	1%	-12%	i	7%	-2.5%	-0.1%	10%	-9%
COC(=O)c1c[nH]c(=O)c2ccccc12
→ 0%	2%	-5.1%	i	12%	0.4%	1.0%	-14%	0%
Cc1cccc(Sc2nc(-c3ccccc3)ccc2C#N)c1
→ 7%	7%	-15%	i	4%	-1.3%	0.5%	-13%	2%
O=C(N/N=C/c1ccc(Cl)cc1Cl)C(=O)NC1CC1
→ 1%	-2%	-8.5%	i	10%	-1.3%	-0.2%	-3%	2%
COc1cc(CNc2ccc3[nH]c(=O)[nH]c3c2)ccc1OCC(=O)NC(C)(C)C
→ 4%	10%	-15%	i	x	6.4%	1.0%	-3%	4%
CCN(CC)CC#CC(O)(c1ccccc1)c1ccccc1
→ 1%	2%	5.1%	i	x	1.5%	-0.1%	3%	-4%
Cc1cccc(N2CCN(C(=O)N3CCOCC3)CC2)c1C
→ -3%	-6%	-6.9%	i	0%	0.8%	-0.8%	-12%	7%
CN1CC(=O)N(CC(=O)NCc2ccc(F)cc2)c2ccccc2C1=O
→ 5%	8%	-6.7%	i	9%	-0.8%	-0.1%	11%	5%
O=C(Nc1ccc(S(=O)(=O)N2CCOCC2)cc1)C1COc2ccccc2O1 (stereo unspecified)
→ 4%	-1%	-3.5%	i	2%	1.0%	0.0%	-6%	-5%
CCOC(=O)C1(CC2CC2)CCN(S(=O)(=O)C[C@]23CC[C@H](CC2=O)C3(C)C)CC1
→ -4%	-4%	-8.3%	i	-9%	2.4%	-2.1%	-5%	5%
O=C(CSc1nccn1-c1ccc(Cl)cc1)N1CCCc2ccccc21
→ -8%	0%	-4.2%	i	28%	-2.5%	-1.0%	8%	4%
O=C(NC(c1ccccc1)c1ccccc1)c1ccc(=O)[nH]n1
→ 10%	5%	-4.9%	i	5%	-1.0%	0.0%	0%	-6%
CCOC(=O)N1CCN(C(=O)COc2ccc(Br)cc2)CC1
→ -7%	0%	-4.4%	i	-6%	-0.8%	0.5%	4%	12%
CC1C(C(=O)Nc2ccccc2)CCCC1(C)C(=O)O (stereo unspecified)
→ -3%	-2%	-4.3%	i	-2%	0.2%	0.1%	5%	-1%
COc1ccc(Br)cc1/C=C/C(=O)c1ccc(NC(C)=O)cc1
→ 0%	3%	2.5%	i	-1%	8.4%	-1.7%	-9%	-2%
CSC(=NCc1ccco1)NC#N
→ 2%	2%	x	i	x	x	0.1%	-8%	5%
CC(C)c1ccc(NC(=S)NC2CCCCCC2)cc1
→ 6%	4%	-1.0%	i	6%	-1.7%	-1.8%	-4%	-5%
c1ccc(CNc2ncnc3c2oc2ccccc23)nc1
→ 1%	1%	-0.7%	i	-13%	-2.1%	-0.9%	25%	3%
C=C(C)COc1ccc(-c2nc(N)nc(C)c2-c2ccc(OC)cc2)c(O)c1
→ -8%	14%	-6.4%	i	24%	-3.0%	-0.5%	7%	2%
CC(C)COC(=O)C1C2C=CC3(CN(C4CCCC4)C(=O)C13)O2 (stereo unspecified)
→ 5%	6%	-4.9%	i	13%	x	-0.2%	-5%	3%
Nc1ccc(-c2nc3ccc(N)cc3o2)cc1
→ 5%	26µM*	-3.6%	i	19%	-3.1%	-0.3%	i	-1%
COc1ccc(CCN(Cc2ccccn2)C(=S)Nc2ccccc2C)cc1OC
→ -5%	5%	-4.1%	i	16%	-1.1%	-0.8%	-2%	-4%
Cc1[nH]n(-c2cccc3ccccc23)c(=O)c1/C=N/NC(=O)c1cccc([N+](=O)[O-])c1
→ 13%	1%	-8.6%	i	-20%	-0.7%	-0.1%	11%	-14%
O=C(NCc1ccncc1)c1cc(C(=O)C2CCCCC2)c[nH]1
→ -2%	9%	-6.9%	i	-2%	x	-0.5%	-1%	-2%
CCO[C@H]1OC(C(=O)Nc2ccccc2)=C[C@@H](c2ccc(Br)cc2)[C@@H]1CCCO
→ -2%	1%	-11%	i	9%	8.0%	0.6%	-3%	-1%
COC(=O)c1sccc1NC(=O)Nc1cc(C)ccc1C
→ 4%	1%	-3.8%	i	-5%	0.8%	0.0%	-2%	-5%
CCc1ccccc1NC(=O)CN(C)C(=O)CSc1nc2cc(Cl)ccc2s1
→ -1%	5%	-13%	i	-19%	-1.7%	-1.8%	12%	4%
O=C(Nc1cc(N2CCCCC2)ncn1)c1ccccc1
→ 4%	10%	-14%	i	3%	-1.6%	-0.5%	-2%	1%
COc1ccc(N2CC(C(=O)NCCc3ccc(OC)c(OC)c3)CC2=O)cc1 (stereo unspecified)
→ 8%	3%	-1.7%	i	-5%	4.7%	0.0%	-4%	6%
Cc1ccc2nsnc2c1S(=O)(=O)N(Cc1cc2cccc(C)c2[nH]c1=O)CC1CCCO1 (stereo unspecified)
→ 2%	-1%	-2.0%	i	10%	x	0.9%	-4%	5%
Cc1cc(Br)ccc1OCC(=O)NNC(=O)C(=O)Nc1ccccc1
→ -4%	-3%	-5.5%	i	-1%	-1.3%	-0.4%	3%	-14%
Cc1ccc(SC[C@H](c2ccccc2)N2CCN(C)CCC2=O)cc1
→ 1%	-6%	x	i	x	x	-0.3%	0%	4%
CC(=O)N[C@@H](C)C(=O)OC(C)C(=O)Nc1cccc([N+](=O)[O-])c1 (stereo partly specified)
→ -3%	5%	-6.4%	i	-1%	-2.3%	1.2%	-11%	1%

The last 6 entries of the part before are carried over, then new ones follow:
Below each SMILES: Siah-1 displacement	P. falciparum M1AAP	XIAP antagonists	Yfh1-depleted yeast	human PMI inhibitors	CSM14.1 death rescue	West Nile virus CPE	M17LAP inhibition	Salmonella PhoP GFP
O=C(Nc1cc(N2CCCCC2)ncn1)c1ccccc1
→ 4%	10%	-14%	i	3%	-1.6%	-0.5%	-2%	1%
COc1ccc(N2CC(C(=O)NCCc3ccc(OC)c(OC)c3)CC2=O)cc1 (stereo unspecified)
→ 8%	3%	-1.7%	i	-5%	4.7%	0.0%	-4%	6%
Cc1ccc2nsnc2c1S(=O)(=O)N(Cc1cc2cccc(C)c2[nH]c1=O)CC1CCCO1 (stereo unspecified)
→ 2%	-1%	-2.0%	i	10%	x	0.9%	-4%	5%
Cc1cc(Br)ccc1OCC(=O)NNC(=O)C(=O)Nc1ccccc1
→ -4%	-3%	-5.5%	i	-1%	-1.3%	-0.4%	3%	-14%
Cc1ccc(SC[C@H](c2ccccc2)N2CCN(C)CCC2=O)cc1
→ 1%	-6%	x	i	x	x	-0.3%	0%	4%
CC(=O)N[C@@H](C)C(=O)OC(C)C(=O)Nc1cccc([N+](=O)[O-])c1 (stereo partly specified)
→ -3%	5%	-6.4%	i	-1%	-2.3%	1.2%	-11%	1%
O=C(CN(C(=O)CSc1nnc(COc2ccccc2)o1)c1ccc(F)cc1)NC1CCCCC1
→ 0%	6%	-2.1%	i	8%	x	-1.0%	-8%	7%
O=C1CCN(C(=O)c2ccc(Cl)cc2)N1
→ 6%	3%	-4.5%	i	17%	-0.9%	0.6%	-5%	-1%
CO/N=C/C(C#N)=C/c1ccc(OC)cc1
→ 9%	3%	-2.6%	i	4%	2.9%	0.3%	-3%	15%
CN(C)S(=O)(=O)N1CCN(C(=O)c2ccccc2)CC1
→ -2%	-6%	-4.3%	i	-10%	0.1%	0.3%	-2%	2%
CC(/C=N/NC(=O)c1cc(-c2ccncc2)nc2ccccc12)=C\c1ccco1
→ -8%	5%	-12%	x	12%	-3.7%	x	3%	6%
CC(C)CC(OC(=O)c1cccs1)C(=O)NCC1CCCO1 (stereo unspecified)
→ 4%	3%	-3.3%	i	6%	-1.8%	0.0%	8%	-2%
Cc1ccc(C(=O)N/C(=C\c2cn(-c3ccccc3)nc2-c2ccccc2)C(=O)N2CCOCC2)cc1
→ 6%	13%	-4.7%	i	7%	-0.8%	-0.5%	7%	-20%
CCN(CC)CCn1c(=N)n(CCO)c2ccccc21
→ 5%	4%	2.1%	i	10%	-1.1%	0.5%	4%	8%
COC(=O)c1ccc(N/N=C/c2cc([N+](=O)[O-])cc(OC)c2O)cc1
→ 0%	22%	-1.5%	i	1%	8.4%	0.2%	43%	-2%
O=c1c2nncn2c2cccnc2n1CCNc1ncc(C(F)(F)F)cc1Cl
→ 2%	2%	x	i	x	x	-0.2%	-3%	4%
CCOC(=O)CC(=O)CSc1ncnc2c1cnn2-c1ccccc1
→ -1%	7%	-2.4%	i	-2%	-0.8%	0.2%	16%	-11%
CCc1nc(NCC2CCCO2)c2oc3ccccc3c2n1 (stereo unspecified)
→ -2%	10%	8.2%	i	-1%	x	0.1%	20%	-14%
O=C(Nc1ccccc1F)NC1CC1
→ 8%	2%	-6.2%	i	2%	x	-1.0%	7%	-4%
NC(N)=NC(N)=Nc1ccc(SC(F)(F)F)cc1
→ -7%	0%	-4.4%	i	11%	0.3%	-1.2%	2%	12%
Cc1ccc(NC(=O)C2CCCN(C(=O)c3ccc(Cl)cc3)C2)cc1S(=O)(=O)N1CCOCC1 (stereo unspecified)
→ -3%	2%	-3.4%	i	2%	-0.7%	-1.7%	0%	-2%

Assay outcomes (PubChem)
